NTR1 ag: agonists of NTR1, primary screen, imaging, U2OS cells, beta-arrestin-GFP, high content (AID 493036) | 330,000 compounds, 0.17% hits | NTR1-U2OS beta-arrestin-GFP spot imaging, agonist mode | activation, % at 20 µM | P30989;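 active = activation at or above 40% of the spot to cytoplasm intensity ratio, with at least 20 cells analyzed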;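 note: 0% = DMSO without peptide and 100% = 100 nM NTR1 peptide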
Target sequence (P30989 whole entry, looked up): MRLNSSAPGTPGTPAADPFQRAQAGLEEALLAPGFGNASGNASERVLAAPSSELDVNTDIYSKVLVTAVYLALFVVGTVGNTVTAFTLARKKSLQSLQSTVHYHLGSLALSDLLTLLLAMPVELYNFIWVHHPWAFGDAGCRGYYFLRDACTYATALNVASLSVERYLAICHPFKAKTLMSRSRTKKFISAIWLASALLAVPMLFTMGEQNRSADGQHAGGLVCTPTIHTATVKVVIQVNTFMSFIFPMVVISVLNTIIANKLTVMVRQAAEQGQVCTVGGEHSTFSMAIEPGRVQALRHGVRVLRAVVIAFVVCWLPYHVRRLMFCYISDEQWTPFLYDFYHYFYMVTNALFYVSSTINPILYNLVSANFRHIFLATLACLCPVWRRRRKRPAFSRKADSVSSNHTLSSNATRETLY
HEK293 NOD2/NF-kB: inhibition of NOD2-driven NF-kB reporter – cell-based, luminescence, uHTS, HEK293 (AID 1566). HEK293 NOD2/NF-kB luciferase reporter, luminescence; higher % means a stronger effect. inhibition, % at 4 µM, or EC50 in µM where a hit was titrated. 290,000 compounds, 0.63% hits; note: many of its hits are not listed in these tables
GPR55 activation: GPR55 agonists via beta-arrestin recruitment, primary screen, imaging, U2OS cells, beta-arrestin-GFP redistribution (AID 1961); one-dose activation, % at 10 µM; EC50 in µM for titrated hits; U2OS GPR55 beta-arrestin-GFP redistribution imaging; higher % means a stronger effect; 290,000 compounds, 0.048% hits;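 active = activation above 40% with more than 50 cells counted in the well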;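 note: U2OS osteosarcoma cells stably expressing GPR55 and beta-arrestin-GFP; plate controls were DMSO negative control for no effect and LPI positive control for full effect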
KOR beta-arrestin-1: KOR antagonists, beta-arrestin recruitment, cell-based, luminescence, uHTS (AID 1778) | 290,000 compounds, 0.091% hits | inhibition, % at 10 µM, or IC50 in µM where a hit was titrated | KOR beta-arrestin recruitment, luminescence, antagonist mode; higher % means a stronger effect; note: strong numbers were not always called active
TNAP activators: stimulation of alkaline phosphatase TNAP activity – biochemical, luminescent, no phosphate acceptor, uHTS, primary screen (AID 1001); purified TNAP, luminescent activation assay, no phosphate acceptor; higher activation fold means a stronger effect; one-dose activation fold at 20 µM; EC50 in µM for titrated hits; 200,000 compounds, 0.03% hits; in the data active = activation fold from about 3, or a potency from the dose series; inactive = the rest, 99 in 100 with activation fold below about 1.6; note: many of its hits are not listed in these tables
Yfh1-depleted yeast: enhancers of respiration in Yfh1-depleted yeast, dose response, Friedreich's ataxia, plus single-dose screen (AID 1465); S. cerevisiae Yfh1-off respiration, WST-1 reduction, 72 h; higher fold induction means a stronger effect; fold induction at 50 µM; hits with a dose series show EC50 in µM; 220,000 compounds, 0.074% hits;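 active = fold induction of absorbance versus untreated yeast above a set limit, then at least 30% activation at any dose in follow-up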;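 note: activators that raise dye reduction in frataxin-depleted yeast; strong numbers were not always called active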
KOR beta-arrestin-2: KOR agonists, beta-arrestin recruitment, primary screen, cell-based, luminescence, uHTS (AID 1777); one-dose activation, % at 10 µM; EC50 in µM for titrated hits; 280,000 compounds, 0.02% hits; KOR beta-arrestin recruitment, luminescence; higher % means a stronger effect; in the data active = activation above about 50%, passing the limit was not always enough; note: a part of the inactive calls stands beside numbers as strong as those of hits
NOD1 NF-kB reporter: inhibition of NOD1-driven NF-kB reporter – cell-based, luminescence, uHTS, primary screen (AID 1578) | NOD1-driven NF-kB luciferase reporter cells, luminescence; higher % means a stronger effect | inhibition, % at 4 µM; hits with a dose series show EC50 in µM | 290,000 compounds, 1% hits; in the data active = inhibition mostly above about 36%, no sharp cut-off; inactive = mostly below about 34%;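 note: HEK-293T reporter cells stimulated with the NOD1 agonist gamma-tri-DAP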
ER stress rescue: protection against thapsigargin-triggered cell killing – 384-well, CSM14.1, ATP luminescence, primary screen (AID 1222) | CSM14.1 thapsigargin-induced death rescue, ATP luminescence; higher % means a stronger effect | cellular ATP content (survival), % at 20 µM, or EC50 in µM where a hit was titrated | 190,000 tested, under 10 active;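 active = EC50 below 50 µM in the dose-response confirmation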;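 note: death triggered by thapsigargin at about 15 µM added after 2 h compound pretreatment; cell ATP read after overnight thapsigargin exposure of roughly 18 to 22 hours; normalized against plate controls of thapsigargin alone and 5% DMSO vehicle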
NTR1 ag cell count 20 µM: recorded beside NTR1 ag, whose call it bears; cell count; measured here: cell count, cytotoxicity flag
Starred values were filed as active, the others as inactive; i = inactive; nt = no result given; [ ] = remark or other dose. Cut-off read from the data, not from the text of the source, unless noted: active = inhibition above about 50%; inactive = the rest.

SMILES	NTR1 ag	NTR1 ag cell count 20 µM	HEK293 NOD2/NF-kB	GPR55 activation	KOR beta-arrestin-1	TNAP activators	Yfh1-depleted yeast	KOR beta-arrestin-2	NOD1 NF-kB reporter	ER stress rescue
Cn1c(/C(C#N)=C(\O)c2ccc(S(=O)(=O)N3CCCCC3)cc2)nc2ccccc21	3.8	66	30%	-0.1%	-57%	1.1	nt	5.5%	12%	-2.3%
CC(OC(=O)c1ccc2noc(-c3ccccc3)c2c1)C(N)=O (configuration not stated)	-1.0	64	-60%	0.0%	-26%	nt	nt	-1.6%	23%	nt
CCN(CC(=O)NCc1ccc(Cl)cc1)C(=O)Cc1ccc(OC)cc1	-0.9	51	4%	0.5%	-13%	nt	nt	-1.2%	-21%	nt
COc1cccc(-c2ocnc2C(=O)Nc2ccc(N3CCOCC3)cc2N2CCOCC2)c1	2.6	60	10%	-0.2%	-11%	nt	nt	2.6%	-11%	nt
O=C(N/N=C/c1ccc[nH]1)c1cccnc1	4.2	58	1%	-0.2%	-15%	0.8	i	-3.1%	-26%	-1.0%
COc1cccc(OC)c1C(=O)NNC(=O)c1cccc(COc2ccc3c(c2)CCC3)c1	1.6	40	-175%	0.0%	12%	1.2	nt	-1.9%	-57%	-1.5%
CCN1c2ccc(S(=O)(=O)N3CCOCC3)cc2N(Cc2ccc(OC)cc2)C1C (configuration not stated)	-1.4	95	17%	-0.5%	5%	1.1	i	-3.0%	-27%	-1.6%
COc1cc(S(=O)(=O)NCc2ccccn2)c(OC)cc1Cl	0.2	41	8%	-0.5%	6%	1.1	i	-1.4%	-26%	-0.6%
COc1ccccc1OCC(=O)NCC1CCCCC1	-1.0	90	-20%	-0.2%	-18%	1.1	i	-1.2%	-27%	-3.3%
Cn1c(C(=O)O)c(S(=O)(=O)c2ccc(Cl)cc2)c2ccccc21	-0.9	83	8%	0.0%	-6%	nt	nt	-4.7%	-3%	nt
Cc1ccc(Nc2c([N+](=O)[O-])c(=O)oc3ccccc23)cc1C	0.5	42	nt	-0.1%	-7%[20 µM]	1	i	nt	nt	3.2%
COc1ccc(CNC(=O)CCC(=O)c2ccc(C)cc2)cc1OC	-0.2	56	1%	-0.2%	-17%	nt	nt	1.0%	-86%	nt
COc1ccc(CCc2nnc(N)s2)cc1OC	-0.7	57	11%	0.2%	0%	nt	nt	-0.3%	-18%	nt
Cc1ccc(S(=O)(=O)NC2(C(F)(F)F)C(=O)Nc3c2c(=O)n(C)c(=O)n3C)cc1 (configuration not stated)	-1.1	56	5%	0.0%	24%	1.1	i	-5.2%	-10%	-0.7%
N=C(N)c1ccc(O)cc1	-0.4	38	0%	-0.2%	9%	1	i	-1.3%	-42%	-1.0%
Cc1nc2ccccn2c1P(=O)(N1CCCCC1)N1CCCCC1	-0.4	48	18%	0.1%	-4%	1.1	i	4.2%	-8%	0.5%
CN1CCCC(OC(=O)c2cc(Br)ccc2Cl)C1 (configuration not stated)	0.3	38	-7%	0.3%	-14%	1.1	i	2.8%	-17%	-1.4%
O=C(c1n[nH]c2ccccc12)N1CCOCC1	-0.2	85	-1%	-0.2%	31%	0.8	i	-3.7%	-31%	-0.2%
CCOC(=O)C1=C(C)N(C)C(C)=C(C(=O)OCC)C1c1ccsc1	-0.1	61	-14%	-0.5%	-3%	1	i	2.8%	-33%	nt
Cc1c(-c2ccccc2)nc(N)c(C#N)c1-c1ccco1	-1.4	86	8%	-0.2%	-27%	1.1	i	2.0%	2%	-0.1%
NC(=O)c1ccsc1NC(=O)c1ccc(N2CCCC2=O)cc1	0.1	44	-84%	0.1%	-33%	1	i	4.1%	-16%	-0.5%
Cc1cc(Nc2nnnn2-c2ccccc2)n(-c2ccc(Cl)cc2)n1	2.7	66	16%	-0.3%	-9%	1.1	i	-2.2%	40%	0.5%
COc1ccc(NC2=CC(c3cccc(OC)c3)N(c3ccc(OC)cc3)C2=O)cc1 (configuration not stated)	1.7	42	-1%	0.8%	-2%	1	i	-2.3%	-4%	-1.1%
O=C1NC(=S)N(c2cccc(Cl)c2)C12CCCCC2	-0.5	63	-4%	0.2%	nt	1.1	i	0.5%	-21%	-1.2%
CC(=O)C1=C(O)C(=O)N(c2ccc(C)cc2)C1c1ccccn1 (configuration not stated)	3.2	58	-11%	-0.4%	-47%	1	i	-3.5%	0%	-2.5%
COCCNC(=O)C1CCCN(c2ncccn2)C1 (configuration not stated)	0.4	83	7%	-0.1%	-21%	1.1	i	-7.9%	14%	nt
CN(C)S(=O)(=O)c1cccc(NC(=O)COC(=O)c2cc(-c3cccc(Br)c3)nc3ccccc23)c1	0.9	44	0%	0.6%	14%	1	i	-1.1%	-28%	-5.6%
O=C(CCc1ccccc1)Nc1ccc(NC(=O)c2ccco2)cc1	-0.7	49	10%	-0.2%	28%	1	i	-4.8%	1%	nt
CCN1/C(=C/c2cccc[n+]2C)Sc2ccc(OC)cc21	-1.8	84	nt	0.0%	16%	nt	nt	-5.6%	nt	nt
Fc1cccc(CSc2nc3ncccc3[nH]2)c1	1.0	45	-11%	-0.1%	48%	1	i	2.4%	15%	-1.9%

Single values from the entries so far:
NOD1 NF-kB reporter with Fc1cccc(CSc2nc3ncccc3[nH]2)c1 : 15%
NTR1 ag cell count 20 µM with CCN1/C(=C/c2cccc[n+]2C)Sc2ccc(OC)cc21 : 84

(further entries)
SMILES	NTR1 ag	NTR1 ag cell count 20 µM	HEK293 NOD2/NF-kB	GPR55 activation	KOR beta-arrestin-1	TNAP activators	Yfh1-depleted yeast	KOR beta-arrestin-2	NOD1 NF-kB reporter	ER stress rescue
O=C(NCC(O)c1ccc([N+](=O)[O-])cc1)c1cccc(S(=O)(=O)N2CCCC2)c1 (configuration not stated)	0.6	89	26%	-0.2%	11%[20 µM]	1	i	nt	-2%	-0.5%
O=C(CSCc1ccccc1Br)N/N=C/c1ccccc1C(=O)O	-0.6	92	-16%	-0.1%	-7%[20 µM]	1	i	-5.6%	-37%	1.4%
O=C(O)CCc1nc2cc(C(F)(F)F)ccc2n(Cc2ccccc2)c1=O	0.3	46	12%	0.0%	6%	nt	nt	-1.6%	-27%	nt
CC(C)NC(=O)COc1ccc(OCc2ccccc2)cc1	0.9	41	16%	0.2%	0%	1.1	i	-2.6%	-30%	2.4%
CCN(CC(=O)NC(C)C)C(=O)c1ccc(S(=O)(=O)N(C)c2ccccc2OC)cc1	2.1	80	-11%	0.2%	-20%	1.1	i	-8.1%	-25%	-0.2%
COCCCNC(=O)CCCCCNS(=O)(=O)c1ccc(Br)cc1	1.3	42	8%	0.6%	-19%	1.1	i	-0.1%	-20%	0.7%
O=C(COC(=O)/C=C/c1ccc(Br)o1)Nc1ccccc1F	3.6	39	10%	-0.6%	-3%	1	i	1.0%	-23%	-0.4%
N#CC1(NC(=O)COC(=O)/C=C/c2ccc3ccccc3n2)CCCCC1	0.2	60	14%	-0.1%	-24%	nt	nt	-3.8%	-13%	nt
Cc1ccc(-n2c3c(cc(C(=O)NCc4ccco4)c2=O)C(=O)CCC3)cc1	-0.7	98	9%	1.4%	-10%	1.1	i	1.4%	-31%	3.9%
CCOC(=O)c1c(NC(=O)c2ccc(C)cc2)sc2c1CC(C)(C)NC2(C)C	0.8	46	15%	0.4%	-7%	1.1	nt	-3.6%	-2%	-4.3%
O=C(CCC(=O)OCC(F)(F)C(F)F)NCc1ccccc1	6.1	84	11%	0.2%	-11%	1	i	-0.6%	-5%	-1.9%
O=C(CSc1nnnn1-c1ccc(O)cc1)N1N=C(c2ccc3ccccc3c2)CC1c1ccccc1 (configuration not stated)	1.9	76	-47%	-0.1%	-6%[20 µM]	1	i	-3.7%	-48%	-0.9%
CCOC(=O)C1=C(C)NC(=S)NC1c1ccc(-c2ccc(Cl)cc2)o1 (configuration not stated)	2.1	46	-14%	-0.4%	-66%	1	i	2.9%	-3%	-0.8%
O=Cc1cn(CC(=O)Nc2ccc3c(c2)OCO3)c2ccccc12	1.1	26	24%	0.1%	-26%	1	i	-3.5%	3%	0.3%
O=C(CSc1nnc(C2CCCCC2)o1)Nc1ccccc1Cl	1.1	42	-32%	0.2%	-6%	nt	nt	-3.7%	-38%	nt
CCN(CC)c1ccc(S(=O)(=O)N2CCOCC2)cc1NC(=O)CSC(=S)N1CCCC1	1.3	50	-7%	38%	-17%	nt	nt	6.4%	-15%	nt
Cc1cc(C)c(C(=O)NC2CC(C)(C)Cc3c2cnn3-c2ccccc2)o1 (configuration not stated)	1.5	54	-2%	-0.1%	2%	nt	nt	2.0%	21%	nt
Cc1cc([N+](=O)[O-])ccc1NCc1ccccc1[N+](=O)[O-]	2.2	29	7%	0.6%	-19%	1	i	-2.1%	-29%	-1.1%
COc1ccc(OCC(O)CNCCNc2nccc(C(F)(F)F)n2)cc1 (configuration not stated)	-0.3	63	6%	0.2%	-1%	nt	i	1.8%	-1%	nt
CCc1ccccc1NC(=O)C1(S(=O)(=O)c2ccc(C)cc2)CC1	-2.2	55	9%	nt	1%	nt	nt	0.3%	-12%	nt
CCCC(=O)C1=C(O)C(C(=O)OC)C(C)(C)CC1=Nc1ccc(N)cc1 (configuration not stated)	2.4	98	7%	-0.1%	-16%	1.1	i	3.4%	-20%	0.8%
CCOC(=O)c1ccc(Nc2nc(=O)c3cccnc3s2)cc1	3.2	51	-134%	0.2%	-10%	1.1	i	15%	9%	22%
Cc1cc(C)c(S(=O)(=O)C(C)C)c(=O)[nH]1	1.2	23	2%	0.5%	2%	1.1	i	0.1%	-15%	nt
Cc1ccc(N=N/C(=C\O)C(=O)c2ccc(Cl)cc2)cc1	11	83	-31%	0.0%	-1%	0.9	i	-1.1%	21%	nt
COc1cc(OC)c(CN2CCc3c([nH]c4ccccc34)C2)cc1Br	-2.2	57	1%	-0.3%	-38%[20 µM]	nt	nt	0.2%	36%	nt
COc1ccc(/C=N/NC(=O)CNC(=O)c2ccncc2)cc1OC	0.2	56	3%	-0.1%	-7%	nt	nt	2.9%	6%	nt
COc1ccccc1CN1CN(S(=O)(=O)c2ccccc2)c2nc3ccccc3nc21	2.3	44	10%	-0.1%	19%	nt	i	-1.0%	-1%	nt
Cc1nn(-c2cccc(Cl)c2)c2nc(-c3ccco3)cc(C(=O)O)c12	0.1	75	22%	0.3%	-65%	1.1	i	-0.5%	8%	1.4%
Cc1ccc(-n2nnc3c(SCC(=O)NCC4CCCO4)ncnc32)cc1 (configuration not stated)	6.4	36	3%	-0.2%	30%	1.1	i	-2.1%	52%	nt
COc1ccc(-c2cnnc(N/N=C/c3c(C)nn(-c4ccccc4)c3Cl)n2)cc1	nt	nt	-12%	0.1%	17%	1.1	i	-2.0%	-30%	-4.0%
CCc1c(C(=O)N2CCOCC2)csc1C	0.3	90	16%	0.0%	28%	1.1	i	-3.9%	-3%	-0.3%

Screens (PubChem)

The list is partial; the hit share may differ from the screen's.
